RXFP1 antagonist: antagonists of human relaxin receptor RXFP1. HEK293-RXFP1, relaxin-stimulated cAMP HTRF, 30 min; hits give low values. 350,000 tested, 0.59% active. activity change, negative = inhibition, % at 57.5 µM;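 active means activity change of -60% or lower, but not beyond a set lower limit; inconclusive means change between -60% and -40%, or beyond the set limit; inactive means change above -40%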; further: on the % scale 0 is the no-effect control and ±100 the full control effect
TRHR enhancer: allosteric enhancers of human TRH receptor | TRHR cells, fluo-8 calcium fluorescence, EC20 TRH enhancement | enhancement, % at 2 µM | 360,000 tested, 0.66% active | AID 493056; in the data active means enhancement above about 30%; further: 0% is about no effect
Target sequence (P34981 whole entry, looked up): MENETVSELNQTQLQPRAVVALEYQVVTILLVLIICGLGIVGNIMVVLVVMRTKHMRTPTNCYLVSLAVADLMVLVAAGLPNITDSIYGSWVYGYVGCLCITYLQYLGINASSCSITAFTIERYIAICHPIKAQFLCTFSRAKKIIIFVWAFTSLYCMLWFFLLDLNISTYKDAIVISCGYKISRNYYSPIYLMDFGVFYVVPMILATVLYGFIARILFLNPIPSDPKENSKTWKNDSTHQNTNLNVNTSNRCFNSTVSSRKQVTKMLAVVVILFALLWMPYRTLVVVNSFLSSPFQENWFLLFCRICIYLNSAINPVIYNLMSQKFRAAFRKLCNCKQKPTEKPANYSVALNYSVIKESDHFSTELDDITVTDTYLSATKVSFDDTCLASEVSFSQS
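TRHR-expressing cells loaded with fluo-8 calcium dye were read kinetically (ex 480/em 530) during compound addition, then stimulated with an EC20 of TRH (10 nM final). Enhancement of the Gq-mediated intracellular calcium response was scored.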
D2 agonist: agonists of human D2 dopamine receptor; activation, % at 2 µM; HEK293 T-REx D2 cells, calcium flux agonist mode; 340,000 tested, 0.53% active;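 active means activation over 3 SD above normal in the single-dose calcium agonist read, cut at about 30% in these data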; further: 0% is about no effect
Target sequence (P14416 whole entry, looked up): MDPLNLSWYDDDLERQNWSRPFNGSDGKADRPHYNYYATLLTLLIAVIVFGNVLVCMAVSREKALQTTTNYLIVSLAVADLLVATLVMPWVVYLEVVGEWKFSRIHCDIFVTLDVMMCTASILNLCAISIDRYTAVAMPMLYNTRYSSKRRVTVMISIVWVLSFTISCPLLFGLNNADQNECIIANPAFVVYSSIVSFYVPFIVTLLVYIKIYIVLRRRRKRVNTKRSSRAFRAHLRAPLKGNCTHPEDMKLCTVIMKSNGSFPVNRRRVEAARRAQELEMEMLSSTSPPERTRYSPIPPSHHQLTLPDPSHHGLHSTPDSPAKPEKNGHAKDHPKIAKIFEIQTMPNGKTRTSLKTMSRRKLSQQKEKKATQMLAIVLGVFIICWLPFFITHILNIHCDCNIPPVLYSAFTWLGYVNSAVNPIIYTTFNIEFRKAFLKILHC
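Calcium-flux readout, 1 cycle/sec over 180 s following compound pin transfer, in inducible HEK293 Trex D2 cells (force-coupled); dopamine controls included. Positive calcium responses during this window marked compounds as potential agonists.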
D2 antag: antagonists of human D2 dopamine receptor; HEK293 TREx D2 cells, calcium flux, dopamine EC80; AID 485344; P14416; 340,000 tested, 2% active; inhibition, % at 10 µM; in the data active means inhibition above about 30%; further: 0% is about no effect
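Calcium mobilization kinetics were recorded at 1 s intervals in tetracycline-induced HEK293 T-REx D2 cells, first for 180 s after compound addition and then 180 s after EC80 dopamine.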
RXFP1 agonist: agonists of human relaxin receptor RXFP1; 370,000 tested, 0.3% active; HEK293T-RXFP1 cAMP TR-FRET, 30 min; response scale: percent of porcine relaxin response, buffer zero; Potency, µM (series often up to 57.5 µM), for inactives: top-dose activation, actives largely listed as activators; active means well fitted activation curve with a large enough effect; inconclusive means small, poorly fitted or top-dose-only effect; further: potency means the concentration at half of the fitted maximal effect; on the % scale 0 is the no-effect control and ±100 the full control effect; nearly all actives have a fitted effect of over 60% in size; many of its hits are not listed in these tables
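HEK293T cells stably expressing RXFP1 were pretreated with the PDE4 inhibitor Ro 20174, exposed to compounds for 30 min at 37C, lysed, and cAMP was read by TR-FRET. Data normalized to buffer (basal) and 29 nM porcine relaxin (100%).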
D1 PAM: human D1 dopamine receptor positive modulation | AID 504651 | P21728 | potentiation, % at 10 µM | 360,000 tested, 0.036% active | HEK293 TREx D1 cells, calcium flux, dopamine EC20 potentiation; in the data active means potentiation above about 30%; further: 0% is about no effect
D1 agonist: activates the human D1 dopamine receptor | 360,000 tested, 1% active | P21728 | activation, % at 2 µM | HEK293 T-REx D1 cells, calcium flux, agonist mode; in the data active means activation above about 30%; further: 0% is about no effect
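Inducible HEK293 T-REx D1 cells, force-coupled to calcium signalling, were plated at 4000 cells/well with tetracycline and held overnight at 30 C. After no-wash calcium dye loading, compound-evoked calcium rise over 180 s flagged agonists.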
D2 potentiator: positively modulates the human D2 dopamine receptor allosterically; P14416; HEK293 T-REx D2, calcium flux, EC20 dopamine potentiation; potentiation, % at 10 µM; 340,000 tested, 0.34% active; AID 485347;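 active means potentiation over 3 SD above the plate norm, cut at about 30% in these data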; further: 0% is about no effect
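Primary screen. Calcium kinetics in induced HEK293 T-REx D2 cells: compound pre-addition 180 s, EC20 dopamine, 180 s more.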
D1 antagonist: antagonists of human D1 dopamine receptor; activity change, negative = inhibition, % at 10 µM; P21728; 360,000 tested, 3.2% active; HEK293 TREx D1 cells, calcium flux, dopamine EC80; hits give low values; in the data active means activity change below about -30%; further: on the % scale 0 is the no-effect control and ±100 the full control effect
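Tetracycline-induced HEK293 Trex D1 cells, force-coupled to calcium, dye-loaded; compounds added and read 180 s, then EC80 dopamine added and calcium flux tracked kinetically another 180 s.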
The depositor's hits bear a star; ? = inconclusive; . = no result given. Only part of the results is shown, so the mix of outcomes need not match the whole.

(1) CCc1cccc(CC)c1NC(=O)Cn1c(-c2ccc(F)cc2)noc1=O
(2) CC(C)NS(=O)(=O)c1ccc(CCC(=O)N2CCOCC2)cc1
(3) COc1ccc(N2CC(NC(=O)/C=C\c3ccc(OC)c(OC)c3)CC2=O)cc1 (configuration not stated)
(4) CCN1C(C(=O)c2ccccc2)=C(OC(=O)C(C)C)c2ccccc2S1(=O)=O
(5) O=C(Nc1ccccc1)/C(=C\c1ccco1)NC(=O)c1ccco1
(6) COc1ccccc1OCCNC(=O)C(CCSC)NS(=O)(=O)c1ccccc1F (configuration not stated)

entry no.	1	2	3	4	5	6
RXFP1 antagonist	-5	-8	-23	.	22	0
TRHR enhancer	-6	1	1	-4	0	-3
D2 agonist	0.6	0.0	-1.0	-0.8	0.9	0.0
D2 antag	0	-26	.	.	-4	-12
RXFP1 agonist	-1.8%	0.5%	-0.4%	-0.6%	-1.3%	-0.2%
D1 PAM	-3	10	-2	4	-3	-2
D1 agonist	1	2	-4	4	2	0
D2 potentiator	5	-3	-7	4	1	-5
D1 antagonist	-13	-5	.	13	7	-1

(7) FC(F)(F)c1ccccc1CN1CCCC(N2CCN(c3ccccc3)CC2)C1 (configuration not stated)
(8) Cc1ccc(NP(=O)(Nc2ccc(C)cc2)Nc2ccc(C)cc2)cc1
(9) COc1ccccc1-n1cc(CN2CCN(C3CCCC3)C(CCO)C2)cn1 (configuration not stated)
(10) Cc1ccc(C)c(N2CCN(C(=O)C3CCCN(S(=O)(=O)c4cccc5nsnc45)C3)CC2)c1 (configuration not stated)
(11) COCCN=C1Sc2nc3cc(C)c(C)cc3cc2CN1Cc1cccs1
(12) Oc1ccc(-c2nc3ccccn3c2NCc2ccc3c(c2)OCO3)cc1

entry no.	7	8	9	10	11	12
RXFP1 antagonist	-5	-12	-5	.	-19	2
TRHR enhancer	-4	-6	2	1	-2	5
D2 agonist	62*	0.6	.	0.0	-0.1	-1.7
D2 antag	78*	-2	.	.	-14	-7
RXFP1 agonist	-2.2%	0.1%	-1.1%	0.8%	7.8%	6.6%
D1 PAM	9	1	-5	2	-3	2
D1 agonist	3	-1	2	0	2	3
D2 potentiator	-25	11	.	21	1	-2
D1 antagonist	-9	11	-24	-29	-5	4

(13) COc1ccc(S(=O)(=O)N2CCCC(C(=O)NCc3ccc(F)cc3)C2)cc1 (configuration not stated)
(14) CCOCCCNC(=S)N(Cc1ccco1)Cc1cc2cc3c(cc2[nH]c1=O)OCCO3
(15) O=C(O)c1ccc(N/N=C/C=C/c2ccccc2[N+](=O)[O-])cc1
(16) O=C1SC(SCc2ccccc2)=N/C1=C\c1ccc(C(=O)O)cc1
(17) Cc1cc(NC(=O)CCN2C(=O)C3C4CCC(C4)C3C2=O)cc(C)c1Br (configuration not stated)
(18) Cc1cccc(OCC(=O)Nc2ccc(N3CCCC3)cc2)c1C

entry no.	13	14	15	16	17	18
RXFP1 antagonist	-2	-21	-7	-1	11	-25
TRHR enhancer	-4	8	-7	3	5	3
D2 agonist	-0.2	0.3	-0.2	-0.8	0.5	.
D2 antag	7	2	-15	14	-14	.
RXFP1 agonist	3.4%	-1.1%	5.4%	-0.7%	-2.8%	2.3%
D1 PAM	-6	-3	1	-5	2	-2
D1 agonist	2	0	2	0	11	0
D2 potentiator	-5	4	-2	9	9	.
D1 antagonist	-1	0	5	-1	-18	-7

(19) CCOc1cc(C2C(C(=O)OC)=C(C)N=C3SCCC(=O)N32)ccc1OC(C)=O (configuration not stated)
(20) Cc1c(NC(=S)N/N=C/c2ccc([N+](=O)[O-])cc2O)c(=O)n(-c2ccccc2)n1C
(21) O=C1C=CC(=O)N1CCCCCCN1C(=O)C=CC1=O
(22) N#Cc1ccsc1NC(=O)CN(Cc1ccccc1)Cc1ccccc1
(23) CC(C)[C@H]1COC(NC2=N[C@@H](C(C)C)CO2)=N1
(24) CCOc1cccc(CN2CCN(CCCc3ccccc3)C(CCO)C2)c1O (configuration not stated)

entry no.	19	20	21	22	23	24
RXFP1 antagonist	-2	1	?	-3	.	-3
TRHR enhancer	-3	-2	-13	-5	2	-4
D2 agonist	0.3	0.3	5.5	0.7	0.2	-0.5
D2 antag	-8	3	-8	-2	-10	-15
RXFP1 agonist	1.7%	1.6%	0.0%	0.2%	-1.6%	-1.7%
D1 PAM	-11	1	-16	-3	-2	-7
D1 agonist	6	2	4	8	2	3
D2 potentiator	7	-1	6	5	5	-12
D1 antagonist	0	-19	-7	2	-6	-4

Profiles, looked up by structure. Order of values: RXFP1 antagonist	TRHR enhancer	D2 agonist	D2 antag	RXFP1 agonist	D1 PAM	D1 agonist	D2 potentiator	D1 antagonist
Profile of `N#Cc1ccsc1NC(=O)CN(Cc1ccccc1)Cc1ccccc1` → -3	-5	0.7	-2	0.2%	-3	8	5	2
Profile of `CCOc1cc(C2C(C(=O)OC)=C(C)N=C3SCCC(=O)N32)ccc1OC(C)=O` (configuration not stated) → -2	-3	0.3	-8	1.7%	-11	6	7	0
Profile of `CC(C)[C@H]1COC(NC2=N[C@@H](C(C)C)CO2)=N1` → .	2	0.2	-10	-1.6%	-2	2	5	-6

Four structures from above, arranged by formula weight, rising:
(23) CC(C)[C@H]1COC(NC2=N[C@@H](C(C)C)CO2)=N1
(5) O=C(Nc1ccccc1)/C(=C\c1ccco1)NC(=O)c1ccco1
(20) Cc1c(NC(=S)N/N=C/c2ccc([N+](=O)[O-])cc2O)c(=O)n(-c2ccccc2)n1C
(14) CCOCCCNC(=S)N(Cc1ccco1)Cc1cc2cc3c(cc2[nH]c1=O)OCCO3

entry no.	23	5	20	14
RXFP1 antagonist	.	22	1	-21
TRHR enhancer	2	0	-2	8
D2 agonist	0.2	0.9	0.3	0.3
D2 antag	-10	-4	3	2
RXFP1 agonist	-1.6%	-1.3%	1.6%	-1.1%
D1 PAM	-2	-3	1	-3
D1 agonist	2	2	2	0
D2 potentiator	5	1	-1	4
D1 antagonist	-6	7	-19	0

(further entries)
(25) CCn1cc(C(=O)N[C@H](C)c2ccccc2)c(=O)c2cc(F)c(N3CCN(C)CC3)cc21
(26) CCC(Cc1ccccc1)NS(=O)(=O)c1ccc2c(c1)NC(=O)CO2 (configuration not stated)
(27) O=C(C(c1ccccc1)c1ccccc1)N1CCN(Cc2ccccn2)CC1
(28) S=c1[nH]nc(Cc2n[nH]c(=S)n2-c2ccccc2)n1-c1ccccc1
(29) COCCn1c(SCC(=O)Nc2ccc(F)cc2)nc2c(oc3ccccc32)c1=O
(30) Clc1ccc(Nc2c(-c3cccs3)nc3ccc(Cl)cn23)cc1

entry no.	25	26	27	28	29	30
RXFP1 antagonist	-20	7	-5	1	0	-3
TRHR enhancer	-4	-1	2	-2	-4	-9
D2 agonist	.	-2.4	0.3	-0.4	1.1	0.6
D2 antag	.	10	-15	-12	18	.
RXFP1 agonist	0.3%	2.3%	3.8%	-0.6%	24%	6.9%
D1 PAM	-3	-1	2	1	-7	0
D1 agonist	3	0	-2	4	2	0
D2 potentiator	.	-4	-14	-8	-5	7
D1 antagonist	-3	-7	3	-19	-7	0

(31) CCc1ccc(N(C2C=CS(=O)(=O)C2)S(=O)(=O)c2ccccc2)cc1 (configuration not stated)
(32) COc1cc(SC)ccc1C(=O)N(Cc1ccccc1)c1ccccn1
(33) COCc1ccc(C(=O)Nc2ccc(C(=O)O)cc2)o1
(34) Nn1c(SCC(=O)N2CCCCCC2)nnc1-c1ccncc1
(35) CCOc1ccccc1NC(=O)Nc1ccccc1OCc1cc(=O)n2ccccc2n1
(36) Cc1ccc(-c2nc3n(n2)Cc2ccccc2-3)cc1

entry no.	31	32	33	34	35	36
RXFP1 antagonist	10	7	6	-3	-11	-12
TRHR enhancer	0	14	-2	-5	18	-10
D2 agonist	-0.1	0.3	1.2	-0.8	.	1.2
D2 antag	-9	-2	4	30*	.	-14
RXFP1 agonist	0.3%	0.9%	5.6%	0.6%	4.3%	1.9%
D1 PAM	1	4	2	-2	-4	-2
D1 agonist	2	0	1	3	-2	0
D2 potentiator	-8	1	2	1	-3	-9
D1 antagonist	8	4	0	1	-26	4

(37) Cc1cccc(CNC(=O)C(=O)Nc2ccccc2C)c1
(38) COc1ccc(C(=O)NC2CC2)cc1OC1CCN(Cc2ccccc2)CC1
(39) C[C@@H](O)[C@H]1O[C@]2(C)CCC[C@H]1O2
(40) Cc1ccnc2nc(C(=O)NCc3ccccc3)nn12
(41) Cc1c(NC2=CC(=O)CC(C)(C)C2)ccc([N+](=O)[O-])c1C
(42) C/C(=N/NC(=O)c1ccn(C)n1)c1ccncc1

entry no.	37	38	39	40	41	42
RXFP1 antagonist	.	-13	.	-3	-17	6
TRHR enhancer	-1	2	17	-1	-2	4
D2 agonist	0.4	-2.3	0.1	0.3	-0.2	0.8
D2 antag	.	17	10	-5	24	15
RXFP1 agonist	-3.1%	0.0%	-0.5%	9.6%	-0.2%	-0.5%
D1 PAM	1	-17	-2	5	1	0
D1 agonist	0	3	1	-1	0	2
D2 potentiator	3	-8	-5	-1	-17	7
D1 antagonist	11	-23	-8	7	2	0

(43) CC(C)(C)c1ccc(C(=O)Nc2sc3c(c2C(=O)O)CCC3)cc1
(44) CC(=O)Nc1ccccc1NC(=O)CC(C)(C)C
(45) COc1ccc(NC(=S)N2CCC(C(=O)N3CCCCCC3)CC2)cc1
(46) CCc1noc(C)c1C(=O)Nc1cc(Cl)ccc1N1CCOCC1
(47) CC(=O)c1ccc(NC(=O)C(C)n2nc(-c3ccccc3)ccc2=O)cc1 (configuration not stated)
(48) Cc1cccnc1NC(=O)C1CCN(S(=O)(=O)c2ccc3c(c2)CCC(=O)N3)CC1

entry no.	43	44	45	46	47	48
RXFP1 antagonist	-34	-2	-15	-2	.	.
TRHR enhancer	1	-7	7	6	5	-2
D2 agonist	-0.1	-0.3	-0.1	0.3	-0.1	0.7
D2 antag	-14	-9	-5	9	.	-22
RXFP1 agonist	0.4%	0.7%	3.3%	2.9%	0.8%	-2.1%
D1 PAM	0	-1	-6	3	-1	2
D1 agonist	0	4	1	-1	11	0
D2 potentiator	4	-3	21	3	-4	-2
D1 antagonist	9	14	14	8	7	-43*

Compound activity deposited in PubChem BioAssay by National Center for Advancing Translational Sciences (NCATS).
